TCR-CD3 inh: human TCR-CD3 binding inhibition | TAMRA-labeled TCR probe fluorescence, biochemical | inhibition, % at 9.4 µM | 0.37% of 360,000 active | AID 651800; in the data active = inhibition above about 19%;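 note: recombinant mutant TCR 2C K166C tagged with TAMRA read by polarization; 0% = receptor in buffer alone and 100% = receptor with positive control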
rCAG binder: molecules binding r(CAG) RNA repeats | AID 651821 | 1.3% of 370,000 active | inhibition, % at 3 µM | r(CAG) RNA repeat, TO-PRO-1 dye displacement fluorescence;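 active = inhibition above the plate cutoff, the mean of all test compounds on that plate plus 3 SD, cut at about 35% in these data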;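 note: 0% = DMSO alone and 100% = 100 µM mitoxantrone as full dye displacement; higher means more dye released from RNA so lower well fluorescence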
SIAE primary: human SIAE inhibition, primary screen | SIAE FP-Rh probe binding, fluorescence polarization | AID 1053197 | Q9HAT2 | 0.69% of 370,000 active | inhibition, % at 9.66 µM;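 active = inhibition above a cutoff: mean of compounds within the control limits plus 3 SD of those, cut at about 17% in these data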;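 note: 0% = plate median of compound wells and 100% = probe without SIAE protein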
ABHD4 inh: inhibitors of mouse ABHD4; purified mABHD4, FP-Rh probe fluorescence polarization; inhibition, % at 8.92 µM; 0.54% of 370,000 active; AID 720543;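 active = inhibition exceeding the mean over every tested compound plus 3 SD, cut at about 30% in these data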;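 note: 0% = plate median of compound wells and 100% = S159A mutant with DMSO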
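Test system: mABHD4 protein | Buffer or medium: HEPES pH 7.0 buffer, 150 mM NaCl, 0.01% Pluronic F-127 | Probe or stimulus: FP-Rh fluorescent activity-based probe, added after compound pre-incubation | Timing: Pre-incubation 45 min, probe exposure 60 min, at 25 °C | Technique: Fluorescence polarization, excitation 525 nm, emission 598 nm, BODIPY TMR filters | Repeats: Single well per compound (singlicate)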
LEDGF integ inh: blocks HIV-1 LEDGF/p75-dependent DNA integration. TR-FRET IN-LEDGF/p75 DNA integration, Eu/Cy5. inhibition, % at 3.7 µM. 0.64% of 370,000 active. AID 743269;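 active = inhibition above the screen-wide mean plus 3 SD, cut at about 13% in these data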;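 note: signal is the Cy5 over europium emission ratio at 671 and 618 nm; 0% = plate median of compound wells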
HTRA1 inh: inhibitors of human serine peptidase HTRA1. inhibition, % at 5.96 µM. Q92743. recombinant HTRA1, FP-rhodamine activity-based probe, fluorescence polarization. 0.5% of 340,000 active; in the data active = inhibition above about 36%;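 note: 0% = enzyme with DMSO and 100% = wells lacking enzyme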
Target sequence (Q92743 whole entry, looked up): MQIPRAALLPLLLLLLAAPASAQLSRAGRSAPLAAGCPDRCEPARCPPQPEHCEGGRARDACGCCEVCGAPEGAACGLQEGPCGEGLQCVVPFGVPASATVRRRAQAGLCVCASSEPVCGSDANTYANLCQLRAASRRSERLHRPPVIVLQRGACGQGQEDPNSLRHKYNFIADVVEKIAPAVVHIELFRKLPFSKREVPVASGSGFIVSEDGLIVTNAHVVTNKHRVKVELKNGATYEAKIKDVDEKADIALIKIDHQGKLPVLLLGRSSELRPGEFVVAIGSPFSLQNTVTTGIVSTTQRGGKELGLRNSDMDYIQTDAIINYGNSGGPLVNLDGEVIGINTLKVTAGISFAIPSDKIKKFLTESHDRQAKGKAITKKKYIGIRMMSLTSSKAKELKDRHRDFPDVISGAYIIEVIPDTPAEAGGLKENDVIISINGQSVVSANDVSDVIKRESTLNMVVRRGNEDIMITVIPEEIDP
Rev-erbA mod: modulators of human Rev-erb alpha DNA binding; Rev-erbα–FITC-DNA binding, fluorescence polarization, 90 min; P20393; activity, % at 10 µM; 0.79% of 370,000 active; AID 1259318;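 active = activity above about 14%, limit read from the data; passing the limit was not always enough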;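 note: 0% = DMSO wells with 35 nM protein and 100% = DMSO wells with 750 nM protein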
PG9 Ab binder: binds the HIV-1 gp120 antibody PG9; TR-FRET gp120-PG9 antibody binding; inhibition, % at 6.7 µM; 0.43% of 360,000 active; AID 624416; in the data active = inhibition above about 8.5%
TDP2 inh: TDP2 (human) inhibition, absorbance primary screen | recombinant TDP2, T5PNP hydrolysis, p-nitrophenol absorbance 415 nm | 0.34% of 370,000 active | inhibition, % at 12.8 µM | O95551;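 active = inhibition above the mean of all tested compounds plus 3 SD, set per campaign, cut at about 25% in these data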;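 note: 0% = DMSO with enzyme and 100% = buffer with substrate but no TDP2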
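System – recombinant human TDP2 · Amount – 120 nM TDP2 per well · Buffer or medium – Mg2+-containing Tris-HCl buffer, pH 7.5 · Reagent – T5PNP substrate, 5 mM · Dosing – 12.8 µM single point, 1% DMSO · Incubation – 2 h at 37 °C · Measured by – epi absorbance · Read-out basis – percent inhibition · Benchmarks – high control without enzyme, low control DMSO plus TDP2 · Repeats – singlicate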
PRMT1 FP inh: inhibitors of human PRMT1. recombinant PRMT1, activity-based probe fluorescence polarization. inhibition, % at 2.79 µM. 1.3% of 370,000 active;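 active = inhibition above about 21% made by adding two undisclosed values, limit read from the data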
Target sequence (Q99873 whole entry, looked up): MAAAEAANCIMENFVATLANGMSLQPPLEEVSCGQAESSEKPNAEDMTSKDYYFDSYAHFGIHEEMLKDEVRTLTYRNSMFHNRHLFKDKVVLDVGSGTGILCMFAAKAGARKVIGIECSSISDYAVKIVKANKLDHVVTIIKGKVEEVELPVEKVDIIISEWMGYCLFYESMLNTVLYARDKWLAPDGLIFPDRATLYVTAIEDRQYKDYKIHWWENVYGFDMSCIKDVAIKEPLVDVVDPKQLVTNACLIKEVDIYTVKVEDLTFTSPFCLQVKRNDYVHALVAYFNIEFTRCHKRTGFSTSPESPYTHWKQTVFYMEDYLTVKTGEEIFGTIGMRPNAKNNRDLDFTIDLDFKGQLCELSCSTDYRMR
* = called active by the depositor; / = no result given; & = joins results of further samples.

Value order: TCR-CD3 inh	rCAG binder	SIAE primary	ABHD4 inh	LEDGF integ inh	HTRA1 inh	Rev-erbA mod	PG9 Ab binder	TDP2 inh	PRMT1 FP inh
CCSC(=Nc1ccccc1)C1=C(O)COC1=O
 : -1	-2	19*	-11	-2	-2	4	0.4	3	1
COc1ccccc1NC(=O)N1CCN(C)CC1
 : -8	-3	-5	9	-4	5	-1	1.6	3	2
O=C(O)CCc1ccc(-c2ccc(Cl)cc2)n1NC(=O)c1ccc(O)cc1
 : 3	5	7	1	4	-7	-5	1.2	13	-5
O=c1[nH]c(CN2CCCCC2)nc2ccccc12
 : 3	2	-1	-5	0	1	-5	-1.4	-16	0
S=C(Nc1ccc(Cl)cc1)OC1CCC12CCC(c1ccccc1)CC2 (stereo not given)
 : /	7	-12	-22	1	/	-1	/	1	-8
CCCCCCSc1nc(O)c(C2OC(=O)c3c2ccc(OC)c3OC)c(=O)n1-c1ccccc1 (stereo not given)
 : 4	15	-1	-2	2	-9	2	-0.6	-1	-4
CCOC(=O)Cc1csc(NC(=O)Cc2ccc(Cl)cc2)n1
 : 2	-4	-2	-4	1	-8	1	-1.0	1	1
Cc1ccc(CN2CCN(Cc3ccc(-n4cccn4)cc3C)CC2CCO)cc1 (stereo not given)
 : 3	-4	1	1	2	0	0	1.9	2	2
c1cncc(Cc2cc3ccccc3[nH]2)c1
 : -6	1	2	-2	-8	4	2	-0.5	8	2
c1ccc2c(C(c3nnnn3-c3ccc4c(c3)OCCO4)N3CCCCC3)ccnc2c1 (stereo not given)
 : -3	3	3	1	1	/	6	-3.5	-12	-3
CCOc1ccc(CN2CCN(Cc3cccc4nonc34)CC2CCO)cc1 (stereo not given)
 : 1	-7	-3	5	2	3	5	-0.5	2	1
Oc1ccc2ccccc2c1C=Nc1ccc(Cl)cn1
 : -1	1	1	7	-1	-1	1	-0.5	-4	7
CCCN1CCCCC(NC(=O)c2cccs2)C1=O (stereo not given)
 : 7	0	-8	2	-2	/	3	-1.2	4	-1
Cn1cccc1C(=S)N=P(C1CCCCC1)(N1CCOCC1)N1CCOCC1
 : 3	-7	6	6	0	-2	-3	-0.9	4	6
CCOc1cccc(-c2c(C(=O)N/N=C(\C)c3ccncc3)nnn2-c2nonc2N)c1
 : -8	2	-6	-3	-9	-9	3	-1.0	-9	1

Some of the entries so far, as comma-separated lines:
smiles,TCR-CD3 inh,rCAG binder,SIAE primary,ABHD4 inh,LEDGF integ inh,HTRA1 inh,Rev-erbA mod,PG9 Ab binder,TDP2 inh,PRMT1 FP inh
O=C(O)CCc1ccc(-c2ccc(Cl)cc2)n1NC(=O)c1ccc(O)cc1,3,5,7,1,4,-7,-5,1.2,13,-5
O=c1[nH]c(CN2CCCCC2)nc2ccccc12,3,2,-1,-5,0,1,-5,-1.4,-16,0
S=C(Nc1ccc(Cl)cc1)OC1CCC12CCC(c1ccccc1)CC2 (stereo not given),/,7,-12,-22,1,/,-1,/,1,-8
CCCCCCSc1nc(O)c(C2OC(=O)c3c2ccc(OC)c3OC)c(=O)n1-c1ccccc1 (stereo not given),4,15,-1,-2,2,-9,2,-0.6,-1,-4
CCOC(=O)Cc1csc(NC(=O)Cc2ccc(Cl)cc2)n1,2,-4,-2,-4,1,-8,1,-1.0,1,1
Cc1ccc(CN2CCN(Cc3ccc(-n4cccn4)cc3C)CC2CCO)cc1 (stereo not given),3,-4,1,1,2,0,0,1.9,2,2
c1cncc(Cc2cc3ccccc3[nH]2)c1,-6,1,2,-2,-8,4,2,-0.5,8,2
c1ccc2c(C(c3nnnn3-c3ccc4c(c3)OCCO4)N3CCCCC3)ccnc2c1 (stereo not given),-3,3,3,1,1,/,6,-3.5,-12,-3
CCOc1ccc(CN2CCN(Cc3cccc4nonc34)CC2CCO)cc1 (stereo not given),1,-7,-3,5,2,3,5,-0.5,2,1
Oc1ccc2ccccc2c1C=Nc1ccc(Cl)cn1,-1,1,1,7,-1,-1,1,-0.5,-4,7
CCCN1CCCCC(NC(=O)c2cccs2)C1=O (stereo not given),7,0,-8,2,-2,/,3,-1.2,4,-1
Cn1cccc1C(=S)N=P(C1CCCCC1)(N1CCOCC1)N1CCOCC1,3,-7,6,6,0,-2,-3,-0.9,4,6
CCOc1cccc(-c2c(C(=O)N/N=C(\C)c3ccncc3)nnn2-c2nonc2N)c1,-8,2,-6,-3,-9,-9,3,-1.0,-9,1

Further compounds.
Value order: TCR-CD3 inh	rCAG binder	SIAE primary	ABHD4 inh	LEDGF integ inh	HTRA1 inh	Rev-erbA mod	PG9 Ab binder	TDP2 inh	PRMT1 FP inh
CC[C@H]1C/C=C\Cc2ccccc2[C@@H](C(=O)C[C@@H](O)CC(C)=O)OC1=O
 : 7	3	0	1	3	-2	-4	0.8	-3	-3
Cc1ccc2cc(CN(Cc3nnnn3Cc3ccco3)CC3CCCO3)c(=O)[nH]c2c1C (stereo not given)
 : 1	-4	-1	7	-1	1	0	0.8	-4	1
Cc1cc(S(=O)(=O)n2[nH]c(=O)c(CCO)c2C)c(Cl)cc1Cl
 : -5	-5	-5	-8	-11	-6	3	0.0	-7	1
CCCCOC(=O)NC(NCC(O)c1ccccc1)(C(F)(F)F)C(F)(F)F (stereo not given)
 : -2	-2	5	0	-1	4	1	0.1	5	7
CC1(C)OC(=O)N(CC(=O)Nc2cccc(C(F)(F)F)c2)C1(C)O (stereo not given)
 : -11	-3	10	0	-4	-3	7	-0.8	-2	2
CNC(=O)c1ccc2snnc2c1
 : -6	0	5	-8	1	4	-7	-1.6	2	3
Cc1cccc(NC(=S)N/C(=N/S(=O)(=O)c2ccccc2)c2ccccc2)c1
 : 3&4	6&0	-2&4	-1&2	-2&0	-4&-8	4&-1	0.1&-0.6	-7&-14	-3&-2
COCCN(C(=O)CCC(=O)Nc1nccs1)C(C(=O)NCCC(C)C)c1ccc(F)cc1 (stereo not given)
 : 10	-2	3	-13	-7	5	1	2.7	-20	3
O=C(COc1ccc(Br)cc1)OCc1nnc(-c2ccccc2)o1
 : 3	-3	-1	-8	-2	-1	1	-1.5	-2	-3
COc1ccccc1NC(=O)c1ccc(NC(=O)COC(=O)C2CCCCC2)cc1
 : 3	2	-4	-17	2	-26	0	-3.0	-9	-1
CCc1cccc(C)c1NC(=O)COC(=O)c1ccc2c(c1)S(=O)(=O)c1ccccc1C2=O
 : -2	-1	9	7	2	-1	1	-0.3	2	1
Cc1ccc(NC(=O)C2CC(=O)N(c3ccccc3Cl)C2)cc1S(=O)(=O)N1CCOCC1 (stereo not given)
 : 0	3	12	-2	0	-7	8	0.5	5	4
Cc1cnc(NC(=O)c2ccc3c(c2)C(=O)N(Cc2ccco2)C3=O)s1
 : -1	8	-8	2	0	-4	-2	0.1	-9	0
O=C1CCN(CCc2ccccc2)CCN1CCO
 : -1	-1	2	0	-1	-6	0	-0.3	9	-2
O=C1c2ccccc2C(=O)N1CCOc1ccccc1Cl
 : 7	-3	-1	-3	0	-9	2	-1.4	9	-1

Next part.
Value order: TCR-CD3 inh	rCAG binder	SIAE primary	ABHD4 inh	LEDGF integ inh	HTRA1 inh	Rev-erbA mod	PG9 Ab binder	TDP2 inh	PRMT1 FP inh
N#Cc1cccc(NC(=O)c2cc(C3CCCCN3S(=O)(=O)c3ccccc3)on2)c1 (stereo not given)
 : 0	3	-15	-19	2	/	1	-1.3	-8	-3
O=C(NCCCN1CCOCC1)C(=O)N/N=C/c1c2ccccc2cc2ccccc12
 : 11	-3	13	4	-1	-6	4	-18	2	0
Cn1c(=O)c2c(nc(SCCCO)n2Cc2ccccc2Cl)n(C)c1=O
 : -9	0	-1	-4	-2	-1	4	-0.8	1	-2
Cc1ccc(C(O)(CCN2CCCCC2)c2ccccc2)cc1 (stereo not given)
 : -3	-4	-1	-3	2	0	3	-1.2	-2	-1
COc1ccc(CNC(=O)C2CC(c3cccc([N+](=O)[O-])c3)=NO2)cc1 (stereo not given)
 : -7	3	-5	2	3	-7	0	1.3	-4	2
O=c1c(Cc2ccc(F)cc2)c(O)ccn1Cc1ccco1
 : -3	0	0	-6	0	-1	/	0.5	7	-2
Cc1cc(C)c(NC(=S)NCCO)c(C)c1
 : -6	0	5	5	0	4	4	-0.3	-4	-1
O=C(Cn1cc([N+](=O)[O-])cn1)Nc1ccn(Cc2c(F)c(F)c(F)c(F)c2F)n1
 : -1	3	-2	-7	7	6	5	-0.5	-8	-1
COC(=O)C1N[C@@H]([C@@H](NC(=O)COc2ccccc2)C(=O)NCc2ccc(OC)cc2)SC1(C)C (stereo not given in full)
 : 4	-9	8	2	1	-3	-3	0.6	2	1

Some of the compounds tested (hit frequency here may not be typical).
